High-throughput results from PubChem BioAssay.
N370S GC: qHTS Assay for Inhibitors and Activators of N370S glucocerebrosidase as a Potential Chaperone Treatment of Gaucher Disease | Lysosomal acid glucosylceramidase (Homo sapiens), P04062 | N370S GC spleen homogenate, 4MU-glucoside fluorescence | Potency, µM (series often up to 59.4 µM), for the others: top-dose activity change, negative = inhibition, hits mostly inhibitors | 0.092% of 330,000 active | AID 2101, 2009;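 also: 0% = full enzyme activity and -100% = no enzyme basal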
TDP1 cell CPT: qHTS for Inhibitors of human tyrosyl-DNA phosphodiesterase 1 (TDP1): qHTS in cells in presence of CPT; chicken DT40 Tdp1-/-;hTDP1 cells + 20 nM CPT, ATP luminescence, 48 h; Potency, µM (top dose mostly 46.2 µM), for inactives: at the highest dose activity change, negative = growth inhibition, most hits filed as inhibitors; 12% of 420,000 active; AID 686979, 2013; also: nearly all actives have a fitted effect of over 55% in size
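Chicken DT40 Tdp1-/- cells stably complemented with human TDP1 were seeded at 400 cells/well in medium containing 20 nM camptothecin, exposed to pin-transferred compounds, and grown at 37 °C for at least 48 hr. Viability was read as ATP luminescence.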
FEN1 inh: qHTS Assay for the Inhibitors of Human Flap endonuclease 1 (FEN1); Potency, µM (series often up to 114 µM), without a hit: at the top dose activity change, negative = inhibition, most hits filed as inhibitors; Recombinant FEN1 flap cleavage, fluorescence, 15 min; 0.35% of 390,000 active; AID 588795, 2011; P39748; also: nearly all actives have a fitted effect of over 65% in size
Target sequence (P39748 whole entry, looked up): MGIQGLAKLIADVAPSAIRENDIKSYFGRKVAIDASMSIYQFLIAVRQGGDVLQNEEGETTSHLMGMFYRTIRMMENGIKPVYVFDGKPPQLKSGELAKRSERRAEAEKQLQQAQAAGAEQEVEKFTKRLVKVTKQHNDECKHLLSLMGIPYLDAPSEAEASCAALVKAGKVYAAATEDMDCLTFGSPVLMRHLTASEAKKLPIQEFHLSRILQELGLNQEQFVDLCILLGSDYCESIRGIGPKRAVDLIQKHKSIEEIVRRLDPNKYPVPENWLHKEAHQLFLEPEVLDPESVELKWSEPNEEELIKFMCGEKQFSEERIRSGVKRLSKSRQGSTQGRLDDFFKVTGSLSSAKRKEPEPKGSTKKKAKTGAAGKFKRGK
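Nuclease activity of 10 nM FEN1 was measured after 15 min of room-temperature exposure to titrated compounds, by adding 50 nM flap substrate and reading plates at 0 and 15 min.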
An asterisk follows results filed as active; [ ] = remark or other dose. Calls follow the shape of the dose curve; as a rule, active = well fitted curve in the direction sought with a large enough effect; inconclusive = small, poorly fitted or top-dose-only effect, or another doubt; inactive = no such curve, though single readings can be large; an effect the other way counts as inactive or inconclusive. Unless noted, % is scaled to controls: 0 for no effect and ±100 for the full control effect; potency is read from the fitted curve at half-maximal effect.

For COc1cc(C2C(C#N)=C(N)OC3=C2C(=O)CC(C)(C)C3)c([N+](=O)[O-])cc1OC (stereo not drawn) the results were N370S GC 1.3%, TDP1 cell CPT 1.2% and FEN1 inh 0.9%.
Screening Cc1ccc(N2CCN(C(=O)CNS(=O)(=O)c3ccc(Br)s3)CC2C)cc1 (stereo not drawn) returned N370S GC -1.3%, TDP1 cell CPT inconclusive and FEN1 inh -4.9%.
Screening CCSc1nnc(NC(=O)CSc2nc3c(c(=O)n2-c2ccccc2)SCC3)s1 returned N370S GC 4.1%, TDP1 cell CPT -11.8% and FEN1 inh -10.4%.
`CC1(C)Cc2ccccc2-c2nnc(-c3ccccc3)n21` gave N370S GC 8.4%, TDP1 cell CPT -17.5% and FEN1 inh -2.8%.
`O=C(Oc1ccccc1C(=O)N1CCOCC1)c1ccc(Br)cc1` gave N370S GC 18.6%, TDP1 cell CPT inconclusive and FEN1 inh 5.5%.
`COc1ccc(OC)c2[nH]c(=O)c(CCNC(=O)c3ccc(S(=O)(=O)N(C)C)cc3)cc12` gave N370S GC 12.7%, TDP1 cell CPT 0.8% and FEN1 inh 0.0%.
For Cc1nc2ccccc2c(=O)n1/N=C/c1ccccc1F the results were N370S GC 4.4%, TDP1 cell CPT -3.7% and FEN1 inh 9.6%.
`O=C(Nc1cc(N2CCOCC2)ncn1)NC1(C(F)(F)F)Oc2ccccc2O1` gave N370S GC 1.9%, TDP1 cell CPT inconclusive and FEN1 inh -2.8%.
`c1ccc(-n2c(Cc3cn4ccsc4n3)nnc2N2CCOCC2)cc1` gave N370S GC 23.1%, TDP1 cell CPT -12.6% and FEN1 inh -17.2%.
O=S(=O)(NCCc1c[nH]c2ccccc12)c1ccc(F)cc1 was read as TDP1 cell CPT 0.0% and FEN1 inh -18.2%.
CCCCN1C(=O)C(=O)N(CC(=O)Nc2sc(C)c(CC)c2C(=O)OCC)C1=O was read as N370S GC 5.0%, TDP1 cell CPT inconclusive and FEN1 inh 6.8%.
CCOc1ccc(CN2CCSCC2)cc1 was read as N370S GC -0.9%, TDP1 cell CPT 2.2% and FEN1 inh 6.8%.
Screening Cc1ccc(C=Nc2ccccc2C(N)=O)cc1 returned N370S GC 25.4%, TDP1 cell CPT 2.82µM* and FEN1 inh -8.6%.
For CCOc1ccc(CCNC(=O)c2cc3n(n2)CCCN(Cc2ccc(C)cc2)C3=O)cc1OCC the results were TDP1 cell CPT 9.2µM* and FEN1 inh 21.4%.
For CC(=O)NC(Cc1c(F)c(F)c(F)c(F)c1F)C(=O)NCC(N)C(=O)c1ccccc1 (stereo not drawn) the results were TDP1 cell CPT inconclusive and FEN1 inh -1.8%.
`Cc1ccc(S(=O)(=O)NCCC(=O)Nc2cccc(Cl)c2)cc1` gave N370S GC -7.8%, TDP1 cell CPT -9.2% and FEN1 inh -2.2%.
CN(c1ccccc1)S(=O)(=O)c1ccc(C(=O)Nc2nnc(-c3ccc(F)cc3)o2)cc1 was read as N370S GC 0.6%, TDP1 cell CPT 9.2µM* and FEN1 inh -1.7%.
For Cc1ccc(-c2n[nH]c3c2C(c2cccs2)N(c2ccc(Cl)cc2)C3=O)cc1 (stereo not drawn) the results were TDP1 cell CPT 16.4µM* and FEN1 inh 11.0%.
`CCn1c(=O)c(CCC(=O)N2CCOCC2)c(C)c2c(C)nn(-c3ccccc3)c21` gave N370S GC -7.1%, TDP1 cell CPT inconclusive and FEN1 inh 3.4%.
CC1CCCCN1C(=O)c1cc(-c2ccc(Cl)c(Cl)c2)on1 (stereo not drawn) was read as N370S GC 9.2%, TDP1 cell CPT -4.4% and FEN1 inh 4.2%.

Reprinted from the part before: 2 compounds, then new ones.
`CCn1c(=O)c(CCC(=O)N2CCOCC2)c(C)c2c(C)nn(-c3ccccc3)c21` gave N370S GC -7.1%, TDP1 cell CPT inconclusive and FEN1 inh 3.4%.
CC1CCCCN1C(=O)c1cc(-c2ccc(Cl)c(Cl)c2)on1 (stereo not drawn) was read as N370S GC 9.2%, TDP1 cell CPT -4.4% and FEN1 inh 4.2%.
COc1ccc(-n2cc(-c3ccccc3)c3c(N4CCOCC4)ncnc32)cc1 was read as N370S GC 2.4%, TDP1 cell CPT inconclusive and FEN1 inh -4.6%.
Screening CCOc1nonc1C(=N)/C(C(C)=O)=C(\C)O returned N370S GC -1.9%, TDP1 cell CPT -23.0% and FEN1 inh 0.4%.
CCOc1ccc(NC(=O)[C@@H](NC(=O)OCc2ccccc2)[C@@H](C)CC)cc1 was read as N370S GC 2.2%, TDP1 cell CPT -10.2% and FEN1 inh 1.0%.
`COc1ccc(NC(C)=O)cc1NC(=O)CCn1c(=O)sc2ccccc21` gave N370S GC -7.2%, TDP1 cell CPT -10.4% and FEN1 inh -12.3%.
`COc1ccc(Br)cc1CN1C(=O)NC2(CCCCCC2)C1=O` gave N370S GC -2.5%, TDP1 cell CPT 4.3% and FEN1 inh 0.9%.
COc1ccc(C(=O)Nc2cc(-c3nc4ncccc4o3)ccc2C)cc1Br was read as TDP1 cell CPT inconclusive and FEN1 inh -10.9%.
Screening COCCN(CCOC)C(=O)c1cc2c(=O)n3ccccc3nc2n1C returned TDP1 cell CPT -2.8% and FEN1 inh -13.0%.
For C=CCc1cc(Cl)ccc1OCCOCCNCCOC the results were N370S GC -23.8%, TDP1 cell CPT inconclusive and FEN1 inh 5.7%.
CCc1ccccc1NC(=O)N1CCN(Cc2nc3ccc(C)cc3o2)CC1 was read as TDP1 cell CPT -3.8% and FEN1 inh 0.4%.
Screening CN1CCN(C(=O)CSc2nc(-c3ccncc3)ccc2C#N)CC1 returned N370S GC 8.3%, TDP1 cell CPT 16.2% and FEN1 inh 5.9%.
`Cc1cc(C)n2nc(C(=O)OCC(=O)N(C)Cc3ccccc3)nc2n1` gave N370S GC -14.3%, TDP1 cell CPT -1.5% and FEN1 inh 7.4%.
For CCOC(=O)c1sc2nc(CSc3ccccc3)nc(NCCN(C)C)c2c1C the results were N370S GC 14.1%, TDP1 cell CPT 16.4µM* and FEN1 inh -32.5%.
For Cc1ccc(-n2c(=O)[nH]c3cc(C(=O)NCCc4ccccc4)ccc3c2=O)cc1 the results were TDP1 cell CPT 1.3% and FEN1 inh -11.0%.
Cc1ccc2nc(NC(=O)C3CCN(S(=O)(=O)c4cccc5nsnc45)CC3)sc2c1 was read as N370S GC -4.0%, TDP1 cell CPT inconclusive and FEN1 inh -11.0%.
Screening C[C@@H]1Cc2c(O)c(O)cc(O)c2C(=O)O1 returned N370S GC 11.5%, TDP1 cell CPT inconclusive and FEN1 inh 56.2µM*.
Screening CCCS(=O)(=O)Nc1cccc(-c2cn3ccsc3n2)c1 returned TDP1 cell CPT inconclusive and FEN1 inh 8.5%.
Screening CCOC(=O)C1=C(c2ccccc2)NC(=O)NC1c1cc(Br)c(O)c(OC)c1 (stereo not drawn) returned N370S GC 2.1%, TDP1 cell CPT -18.8% and FEN1 inh 13.9%.
Screening COc1ccccc1C(=O)NCC(=O)N/N=C/c1ccc([N+](=O)[O-])cc1 returned N370S GC -24.2%, TDP1 cell CPT -25.5% and FEN1 inh -12.8%.
`COc1ccc(CN(C)C(=O)Cn2ccsc2=N)cc1OC` gave N370S GC -0.8%, TDP1 cell CPT -15.6% and FEN1 inh -2.5%.
Screening CC(=O)c1c(C)[n+]([O-])c2ccc3c(non3O)c12 returned N370S GC -6.6%, TDP1 cell CPT -4.6% and FEN1 inh -1.8%.
Screening COc1cc(NC(=O)c2cccs2)c(C(=O)OCC(=O)c2cc(C)n(-c3ccc(F)cc3)c2C)cc1OC returned N370S GC 8.6%, TDP1 cell CPT -10.0% and FEN1 inh -6.0%.
For COc1cccc(NC(=O)C2(S(=O)(=O)c3ccc(Cl)cc3)CC2)c1 the results were N370S GC -4.8%, TDP1 cell CPT 7.7% and FEN1 inh -2.4%.
Screening O=C(NN1C(=O)C2C3C=CC(C4CC34)C2C1=O)c1ccc(Cl)cc1 (stereo not drawn) returned N370S GC 11.7%, TDP1 cell CPT -0.5% and FEN1 inh 1.2%.
For O=C(Nc1ccc2c(c1)OCCO2)C1CCN(c2nnnn2-c2ccccc2)CC1 the results were N370S GC 2.2%, TDP1 cell CPT -14.9% and FEN1 inh -2.2%.
`N#CC1(NC(=O)COc2ccc3ccc(=O)oc3c2)CCCCC1` gave N370S GC -4.6%, TDP1 cell CPT -19.1% and FEN1 inh 4.9%.
`COc1ccc(Oc2ncc3nc(CCc4ccccc4)c(=O)n(CCC#N)c3n2)cc1` gave N370S GC 2.3% and TDP1 cell CPT inconclusive.
For C/C(=C/c1ccccc1)C(=O)N1CC(C)OC(C)C1 (stereo not drawn) the results were N370S GC 4.7%, TDP1 cell CPT -13.4% and FEN1 inh 6.1%.
Screening O=C(Cn1cc(C(=S)N2CCOCC2)c2ccccc21)N1CCOCC1 returned N370S GC 2.9%, TDP1 cell CPT -9.9% and FEN1 inh -1.7%.
For NC(=O)NC(Cc1ccccc1)C(=O)NCCCSc1ccccc1 (stereo not drawn) the results were N370S GC 1.2%, TDP1 cell CPT 8.2% and FEN1 inh -9.4%.
For CCCCn1c(=NC(C)=O)c(C#N)cc2c(=O)n3cccc(C)c3nc21 the results were TDP1 cell CPT -29.4% and FEN1 inh -9.5%.
`CCc1cccc(NC(=O)CCS(=O)(=O)c2cccc3nonc23)c1` gave N370S GC -2.1%, TDP1 cell CPT 27.8% and FEN1 inh -1.7%.
O=C(Nc1ccc(O)cc1)c1ccc2c(c1)C(=O)N(N1C(=O)c3ccccc3C1=O)C2=O was read as N370S GC 3.0%, TDP1 cell CPT 6.0% and FEN1 inh -15.0%.
Screening NS(=O)(=O)c1ccc(NC(=S)NC2CCCCCC2)cc1 returned N370S GC 11.6%, TDP1 cell CPT -2.3% and FEN1 inh -0.9%.
O=C(O)CCCCCNC(=O)c1ccncc1 was read as N370S GC -6.9%, TDP1 cell CPT 2.9% and FEN1 inh -3.3%.
`c1ccc(Cn2ncc3c(NCc4ccco4)ncnc32)cc1` gave N370S GC -5.5%, TDP1 cell CPT inconclusive and FEN1 inh -1.1%.
Screening O=C(CN(Cc1ccccc1F)S(=O)(=O)c1ccc(Cl)cc1)NCCCO returned N370S GC 6.9%, TDP1 cell CPT -13.5% and FEN1 inh -5.7%.
For CCOC(=O)c1c(C)[nH]c(C)c1C(=O)COC(=O)/C=C/c1ccc(OC(F)F)cc1 the results were N370S GC 4.6%, TDP1 cell CPT inconclusive and FEN1 inh -10.8%.
Screening OCCn1c(SCCOc2ccccc2)nc2ccccc21 returned N370S GC 1.8%[12.8 µM], TDP1 cell CPT -6.9% and FEN1 inh 3.5%.
COc1ccc(Cl)cc1NC(=S)NC(=O)c1ccco1 was read as TDP1 cell CPT inconclusive and FEN1 inh 12.4%.
O=C1CN(C(=O)COc2ccc(Cl)cc2Cl)C(c2ccccc2)c2cc(F)ccc2N1 (stereo not drawn) was read as TDP1 cell CPT 16.4µM* and FEN1 inh -2.4%.
Screening CC1(C)CC(=O)C(C=NCCN2CCN(C3CC(=O)N(c4cccc(Br)c4)C3=O)CC2)=C(O)C1 (stereo not drawn) returned N370S GC -8.0%, TDP1 cell CPT -11.7% and FEN1 inh -5.7%.
For O=C(c1ccc(Cl)c(Cl)c1)N1CCN(c2ccccn2)CC1 the results were N370S GC -16.5%, TDP1 cell CPT 6.8% and FEN1 inh -6.5%.
`CN(C)c1ccc(N=Cc2nc(-c3ccccc3)oc2OC(=O)c2ccccc2)cc1` gave N370S GC -1.0%, TDP1 cell CPT 18.4µM* and FEN1 inh 6.7%.
Screening CCN(CC(=O)NC1CCS(=O)(=O)C1)S(=O)(=O)c1ccc(C)c(C)c1 (stereo not drawn) returned N370S GC 9.2%, TDP1 cell CPT -1.3% and FEN1 inh 1.2%.
For CCn1c(/C(C#N)=N/O)nc2ccccc21 the results were N370S GC 8.8%, TDP1 cell CPT 5.7% and FEN1 inh -1.3%.
`CC(O)CCC(=O)NNC(=S)Nc1ccccc1` (stereo not drawn) gave N370S GC -16.7%, TDP1 cell CPT -3.0% and FEN1 inh 18.9%.
O=C(O)c1cccc(S(=O)(=O)Nc2ccc(S(=O)(=O)N3CCOCC3)cc2)c1 was read as N370S GC 6.3%, TDP1 cell CPT 10.0% and FEN1 inh -1.7%.
For CCc1cccc(C)c1NC(=O)C1CC=CCC1C(=O)O (stereo not drawn) the results were N370S GC 8.9%, TDP1 cell CPT inconclusive and FEN1 inh -12.9%.
Screening CC(NS(=O)(=O)c1ccc(OCC(=O)N2CCCC2)cc1)c1ccccc1 (stereo not drawn) returned N370S GC 3.9%, TDP1 cell CPT -4.5% and FEN1 inh -3.4%.

A stretch from the list above:
For CCc1cccc(C)c1NC(=O)C1CC=CCC1C(=O)O (stereo not drawn) the results were N370S GC 8.9%, TDP1 cell CPT inconclusive and FEN1 inh -12.9%.
Screening CC(NS(=O)(=O)c1ccc(OCC(=O)N2CCCC2)cc1)c1ccccc1 (stereo not drawn) returned N370S GC 3.9%, TDP1 cell CPT -4.5% and FEN1 inh -3.4%.

These rows are one share of the data; rates above refer to the full screens.
